Assay outcomes as filed in PubChem.
RmlCD inh 1536 – inhibitors of Mycobacterium tuberculosis RmlC and RmlD coupled enzymes; RmlC+RmlD coupled enzyme assay, percent inhibition; primary screen in compound mixtures; actives 0.03% (n = 160,000); inhibition, % at 3.6 µM; P9WH09+P9WH11; in the data active means inhibition mostly above about 34%, no sharp cut-off; further: some results filed as inactive read as strong as hits
Target sequence (P9WH09 whole entry, looked up): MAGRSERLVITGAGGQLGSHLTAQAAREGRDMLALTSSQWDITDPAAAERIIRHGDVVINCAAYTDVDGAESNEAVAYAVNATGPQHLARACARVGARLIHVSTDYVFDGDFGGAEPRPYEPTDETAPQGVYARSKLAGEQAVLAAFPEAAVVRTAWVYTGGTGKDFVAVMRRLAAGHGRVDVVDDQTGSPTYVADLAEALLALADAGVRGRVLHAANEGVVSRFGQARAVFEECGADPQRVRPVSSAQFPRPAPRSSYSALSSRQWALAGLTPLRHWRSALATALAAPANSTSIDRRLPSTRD
Target sequence (P9WH11 whole entry, looked up): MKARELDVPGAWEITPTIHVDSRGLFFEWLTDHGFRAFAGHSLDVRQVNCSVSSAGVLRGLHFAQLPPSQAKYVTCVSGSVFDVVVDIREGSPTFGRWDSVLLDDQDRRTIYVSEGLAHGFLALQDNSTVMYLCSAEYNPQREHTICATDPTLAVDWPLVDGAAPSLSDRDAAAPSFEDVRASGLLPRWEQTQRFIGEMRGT
M. tuberculosis GlmU – inhibition of mycobacterial GlmU enzyme – biochemical, glucosamine-1-phosphate acetyltransferase (AID 1376) | M. tuberculosis GlmU acetyltransferase enzyme assay; higher % means a stronger effect | inhibition, %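 (tested at 30 µM in the primary screen)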; hits with a dose series show IC50 in µM | actives 0.25% (n = 220,000); in the data active means inhibition above about 13%;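 further: 0% = complete reaction with vehicle and 100% = reaction without substrate; strong numbers were not always called active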
Starred values were filed as active, the others as inactive; / = no result given. These rows are one share of the data. The share of hits here may be higher or lower than overall.

canonical_smiles | RmlCD inh 1536 | M. tuberculosis GlmU
CC(C)C(C)(C#N)NC(=O)CSc1ncnc2sc(-c3ccccc3)cc12 (stereo unspecified) | 5.9 | -3.1%
Cc1ccc(NC2=NC(c3ccccc3)n3c(nc(C)cc3=O)N2)cc1 (stereo unspecified) | -3.3 | -1.3%
C/C(=N\O)C(C)(C)Nc1ccccc1F | -21.9 | 11.6%
c1ccc(SCc2nc(-c3ccncc3)no2)cc1 | 5.1 | -4.2%
CCO[C@H]1OC(C(=O)NCc2ccccc2)=C[C@@H](c2cn(C(C)=O)c3ccccc23)[C@@H]1CCCO | / | -0.1%
COCCOC(=O)c1[nH]c2c(c1C)C(=O)C(C(=O)OC)C(C)C2 (stereo unspecified) | 2.5 | 3.4%
COc1ccccc1NC(=O)N1CCC(C(=O)c2ccc(F)cc2)CC1 | -6.7 | -1.0%
Cc1ccc(C)n1-c1sc2c(c1C(=O)O)CCCC2 | / | 11.2%
CN(C)c1cc(C(F)(F)F)nc(-c2ccccn2)n1 | 9.4 | -0.1%
COc1ccc(Nc2nc(N)nc(COc3ccc(OC)cc3)n2)cc1 | 7.4 | 0.1%
O=c1c2ccccc2nc(-c2ccccc2)n1-c1cccc(O)c1 | -2.6 | -0.5%
Cc1cc(C(=O)N2CCN(Cc3ccc4c(c3)OCO4)CC2)cs1 | 4.5 | 2.5%
COc1ccc(-c2csc(NC(C)=O)n2)cc1OC | -6.7 | 0.3%
COc1ccc(/C=N/NC(=O)CCCCCNC(=O)c2ccccc2)cc1 | / | 0.4%
Cc1nnc(SCC(=O)Nc2ccc3c4c(cccc24)CC3)n1C | / | -0.4%
CC(=O)Nc1ccc2nc(NC(=O)COc3cccc(C)c3)sc2c1 | 1.3 | 0.4%
COc1ccc(C2(C(=O)Nc3c(C)n(C)n(-c4ccccc4)c3=O)CCCC2)cc1OC | / | -1.6%
O=C1CCc2cc(S(=O)(=O)N3CCN(C(=O)c4ccco4)CC3)ccc2N1 | / | 0.0%
Cc1cc(C)c2c(n1)sc1c(N3CCN(CCO)CC3)ncnc12 | 8.6 | -4.1%
CC(NC(=O)COc1ccc(Oc2ccccc2)cc1)C(=O)O (stereo unspecified) | 17.0 | 3.6%
O=C(O)/C=C/c1ccc(OCCCF)cc1 | / | -2.8%
CC(OC(=O)c1ccc2c(=O)n3c(nc2c1)CCCCC3)C(=O)Nc1ncc(Cl)cc1Cl (stereo unspecified) | 3.7 | -2.6%
Cc1cc(C)cc(NC(=O)c2snc3c(=O)[nH]cnc23)c1 | -7.2 | -10.7%
N#Cc1cc(-c2ccc(Cl)cc2)cnc1Sc1ccc(F)cc1 | / | -2.2%
Cc1cc(S(=O)(=O)Nc2ccc(N(C)C)cc2)c(C)s1 | 4.5 | 2.6%
Cn1cnnc1SCc1ccc(C(=O)O)cc1 | 17.6 | 4.1%
C[C@H]1CC[C@@]2(C)[C@@H](CC[C@@H]3[C@@H]2CC[C@]2(C)[C@@H](O)CC[C@@H]32)C1 | / | -1.6%
COc1ccc(OC)c(C2(O)CSC(=Nc3cccnc3)N2Cc2ccco2)c1 (stereo unspecified) | 3.1 | -1.8%
CC(=O)Nc1ccc(S(=O)(=O)N(C)Cc2ccccc2)cc1 | 0.5 | 1.0%
Cc1cc(-c2ccccc2)nc(N(C)N)c1S(C)(=O)=O | 15.0 | 2.9%
CC1(C)CC(=O)C(CC(=O)NC2CCCc3ccccc32)C(=O)C1 (stereo unspecified) | -6.7 | -1.7%
Cc1ccc(C2=NOC(C)(c3nnc(-c4ccc(F)cc4)o3)C2)cc1 (stereo unspecified) | / | 0.9%
N#Cc1ccc(/C=N/NC(=O)c2cccc(S(=O)(=O)N3CCOCC3)c2)cc1 | 8.8 | -4.6%
CCCCN(C(=O)CSc1nncn1-c1ccccc1)c1c(N)n(Cc2ccccc2)c(=O)[nH]c1=O | -0.5 | -2.6%
CCN1C(=O)C(CC(=O)Nc2ccccc2)S/C1=N\c1ccccn1 (stereo unspecified) | 6.5 | 0.9%
O=C(CSc1nnc(-c2ccc(S(=O)(=O)N3CCCC3)cc2)o1)NCc1ccco1 | 17.6 | 1.6%
CC(=O)n1cc(N(C(=O)CCl)c2ccc([N+](=O)[O-])cc2)c2ccccc21 | -2.0 | 4.7%
O=C(Cn1cnc2ccccc2c1=O)Nc1nnc(C2CC2)s1 | -13.0 | -3.3%
Cc1nc(COC(=O)c2ccc(S(=O)(=O)N3CCCC3)cc2)cs1 | / | 0.8%
CCOC(=O)C1(CC2CC2)CCN(C(=O)c2cc(C)nc3ccc(CC)cc23)CC1 | -1.1 | 0.9%
COc1ccc(NC(=O)C2CCCN2S(=O)(=O)c2ccc3c(c2)CCC(=O)N3)cc1Cl (stereo unspecified) | 19.1 | -2.1%
Cc1cc(=O)[nH]c(SCc2nc3ccccc3c(=O)n2-c2ccccc2C)n1 | 4.1 | 0.4%
CCOC(=O)c1oc2ccc(S(=O)(=O)n3nc(-c4ccc(C)cc4)cc3N)cc2c1C | -10.8 | 1.9%
CCOC(=O)c1ccc(NC(=O)N(CC)CC)cc1 | -6.2 | -2.6%
O=C1NC2(CCc3ccccc3C2)C(=O)N1CCOc1cccc(Cl)c1 (stereo unspecified) | / | -8.2%
Cc1ccc(S(=O)(=O)N2CCN(CC(=O)N/N=C/c3cc([N+](=O)[O-])ccc3Cl)CC2)cc1 | -2.8 | 3.2%
Cc1ccc(S(=O)(=O)NC(CC(=O)N2CCOCC2)c2ccco2)cc1 (stereo unspecified) | -3.6 | 4.7%
CCNC(=O)COc1ccc(-c2ccccc2)cc1 | -5.3 | 4.7%
O=c1[nH]c2cc3ccccc3cc2nc1C(F)(F)F | -4.0 | -7.6%
CCc1ccc(CN2CCCC(CCC(=O)N3CCN(c4ccccn4)CC3)C2)o1 (stereo unspecified) | 7.1 | 3.3%

(next part)
canonical_smiles | RmlCD inh 1536 | M. tuberculosis GlmU
CCN(CC)C(=O)c1ccc(Oc2ccc([N+](=O)[O-])cc2Cl)cc1 | -9.0 | -4.9%
Clc1ccc(-n2ncc3c(NCc4ccc5c(c4)OCO5)ncnc32)cc1 | 1.9 | 4.6%
COc1ccc(N2CCN(C(=O)CN(c3ccccc3)S(=O)(=O)c3ccc(OC)cc3)CC2)cc1 | 2.2 | 3.8%
CC1CCC(C(=O)c2c(O)c3ccccc3oc2=O)CC1 (stereo unspecified) | 41.5 | 2.0%
CCOC(=O)N1CCC(=NNc2nc(C)cc(=O)[nH]2)CC1 | 9.7 | -2.6%
O=C(O)C/C=C(\NC(=O)OCc1ccccc1)C(=O)OCc1ccccc1 | -9.9 | -6.8%
Cc1ccc(OCCCC(=O)Nc2nccs2)cc1 | 61.4 | -0.2%
COc1cccc(-n2c(C)nc3ccccc3c2=O)c1 | -6.8 | 0.3%
Cc1ccc(C(=O)Nc2ccc(S(=O)(=O)N3CCCC3)cc2)s1 | 3.1 | -3.9%
C=CCOc1ccc(C=Nc2cccc(Cl)c2)c(O)c1 | -46.8 | 2.3%
Cc1nc(N2CCOCC2)nc(Oc2ccccc2F)c1[N+](=O)[O-] | -13.3 | 0.5%
Nc1oc2ccc(F)cc2c(=O)c1C=O | 10.3 | -2.2%
Nc1nnc(/C=C/c2ccccc2Cl)s1 | 0.2 | 1.9%
COc1cccc(C(=O)NNC(=O)Cc2ccc(Cl)cc2)c1 | 1.4 | 2.0%
CCCc1nnc(NC(=O)COC(=O)c2cc(C)nc3ccccc23)s1 | 2.9 | 2.7%
O=C(COC(=O)c1ccc(Br)o1)Nc1ncc(Cl)cc1Cl | -5.7 | -2.4%
COc1ccc(/C=C(\C#N)C(=O)NC2CCS(=O)(=O)C2)cc1OC (stereo unspecified) | -9.4 | 0.1%
CN1CCN(CC(O)COc2ccc(C34CC5CC(CC(C5)C3)C4)cc2)CC1 (stereo unspecified) | 6.4 | -4.2%
Cc1cc(C)n2nc(N)c(N=Nc3ccc(Cl)cc3)c2n1 | 6.1 | -0.2%
O=C(NCCc1nc2ccccc2[nH]1)c1cc([N+](=O)[O-])cc([N+](=O)[O-])c1 | 8.9 | -2.7%
C=CC12CN(C)[C@@H]3C4CO[C@H](C[C@H]41)[C@]1(C(=O)Nc4ccccc41)[C@@H]32 (stereo partly specified) | / | 1.1%
O=C(Nc1cccnc1)C1CCCN(S(=O)(=O)c2ccccc2)C1 (stereo unspecified) | / | -5.4%
O=c1nc2ccccc2c2n1CC(CN1CCN(Cc3ccccc3)CC1)N2 (stereo unspecified) | -41.9 | 1.2%
Cn1c(=O)c2c(nc(-n3ccnc3)n2Cc2ccc([N+](=O)[O-])cc2)n(C)c1=O | 6.2 | 1.6%
CC(/C=N/NC(=O)CSc1nnc(SCc2ccccc2)s1)=C\c1ccco1 | 4.4 | -3.9%
Nc1ccc(NC(=S)Nc2ccccc2)cc1 | / | -7.2%
CCCOc1c(OC)cc(Cl)cc1C1NC(=O)NC(C)=C1C(=O)NCc1ccccc1 (stereo unspecified) | 4.9 | 2.9%
COc1ccc2c(=O)c(C(=O)NCCc3ccc(OC)c(OC)c3)c[nH]c2c1 | -3.6 | 2.6%
O=[N+]([O-])c1ccc(S(=O)(=O)NCCc2ccncc2)cc1 | -8.0 | -5.0%
COC(=O)c1nn(-c2ccccc2)c(Cl)c1/C=N/OCc1ccc(Cl)cc1Cl | 7.6 | 0.4%
COc1ccc(C2C(C(=O)O)CCC(=O)N2c2ccc(OC)cc2)cc1 (stereo unspecified) | 7.6 | 11.3%
COC(=O)c1ccc(C2C(C#N)=C(C)NC3=C2C(=O)CC(C)(C)C3)cc1 (stereo unspecified) | -5.6 | 2.9%
CC1Cc2ccccc2N1C(=O)Cn1c(=O)cc(O)c2ccccc21 (stereo unspecified) | 0.0 | 1.4%
COc1ccccc1OCCOCCn1cnc2ccccc2c1=O | / | 2.3%
COc1ccc(NC(=O)CCN2C(=O)c3ccccc3S2(=O)=O)cc1 | -2.7 | -3.2%
COc1cc(-c2nnc(SCc3cc(=O)oc4cc(O)c(O)cc34)o2)cc(OC)c1OC | / | 8.8%
CC(C)Cc1ccc(/C(=N/O)C(=O)O)s1 | / | -2.2%
Cc1cc(C(=O)N/N=C/c2ccc(N(C)C)cc2)c2ccccc2n1 | -2.4 | 0.1%
Cc1cc(C(=O)NCc2ccc(F)cc2)n(-c2ccccc2)n1 | -12.2 | 2.1%
CCS(=O)(=O)N1CCN(c2ccnc3cc(Cl)ccc23)CC1 | -6.2 | 2.9%
O=C(NCCNS(=O)(=O)c1ccccc1)c1cc(OCC(F)(F)F)ccc1OCC(F)(F)F | -2.2 | 3.1%
COc1cccc(OC)c1C(=O)Nc1cccnc1 | 3.9 | 7.3%
Cc1cc(C)c(S(=O)(=O)N(C)CC(=O)NCc2ccccn2)c(C)c1 | 3.6 | 6.8%
CC(C)NC(=O)C(=O)c1cn(C)c2ccccc12 | -13.8 | 3.3%
N#Cc1cnn(Cc2ccccc2)c1/N=C/N1CCOCC1 | 13.2 | 0.4%
COc1ccc(CCC(=O)Nc2cccc(Cl)c2)cc1 | / | 2.0%
c1ccc(-c2cc(-c3nc(-c4cccnc4)no3)c3ccccc3n2)cc1 | / | -2.1%
CCCOc1ccc(C2C3=C(Nc4nc(N)[nH]c(=O)c42)c2ccccc2C3=O)cc1 (stereo unspecified) | -6.9 | 0.6%
CCN(CC)C(=O)Oc1ccc(Cl)c2cccnc12 | 12.7 | -2.9%
CCN(CC)c1ccc(/C=N/Nc2nc3ccccc3[nH]2)c(O)c1 | / | -1.1%

New compounds follow
canonical_smiles | RmlCD inh 1536 | M. tuberculosis GlmU
Cc1ccc([N+](=O)[O-])cc1NC(=O)CN(C(=O)c1ccc(Cl)cc1)C1CCCCC1 | 10.3 | 4.8%
CC(C)(C)c1ccc(NC(=O)c2ccccc2)c([N+](=O)[O-])c1 | -9.8 | 0.4%
CCc1nc2ccccc2c(C(=O)OCC(=O)NCc2ccco2)c1C | 6.4 | 0.4%
O=c1oc2cc([N+](=O)[O-])ccc2nc1/C=C(\O)c1cccc(Br)c1 | 3.9 | 5.0%
CS(=O)(=O)c1ccc(C(=O)NCC(c2ccco2)N2CCCCC2)cc1 (stereo unspecified) | 5.3 | 7.2%
Clc1ccc(/C=N/Nc2ncnc3ccccc23)cc1Cl | -9.1 | /
O=C(N=C1N=C2C=CC=CN2Cc2ccccc21)c1ccc(S(=O)(=O)N2CCCC2)cc1 | -8.6 | 1.6%
COc1cc(CN(C)CCc2ccccc2)ccc1OCc1ccccc1 | -0.6 | 1.4%
COc1ccc(/C=C(/C#N)S(=O)(=O)c2ccc(C)cc2)cc1 | -14.1 | -2.1%
O=C(/C=C/c1cccs1)Nc1nncs1 | 5.2 | /
O=C(Nc1cnn(Cc2ccc(Cl)c(Cl)c2)c1)c1nc2ncccn2n1 | 5.2 | 0.1%
CN(/N=C/c1ccc(O)cc1O)c1nc(-c2ccccc2)cc(-c2ccccc2)n1 | / | -0.5%
COc1ccc(CC2(CO)CCN(Cc3cccn3-c3ccccn3)CC2)cc1 | / | -2.8%
C=C(C)COc1ccc(-c2[nH]ncc2Oc2ccccc2OC)c(O)c1 | -4.5 | -4.0%
Oc1ccccc1CNc1ccc2c(c1)OCCO2 | / | 1.7%
